RNase H inhibition = RNase H inhibition, HIV 1 Gag Pol polyprotein, FRET biochemical assay, screening (AID 372); one-dose inhibition, % at 10 µM; IC50 in µM for titrated hits; hit rate 0.77% among 100,000; HIV-1 RT RNase H, FRET RNA/DNA substrate fluorescence; higher % means a stronger effect; in the data active means inhibition above about 50%
An asterisk follows results filed as active. The list is partial. The share of hits here may be higher or lower than overall.

SMILES	RNase H inhibition
CCOc1cc(C2NC(=O)NC(C)=C2C(=O)OC)cc(I)c1O (stereo not drawn)	15%
Brc1ccc(Nc2nc(-c3cccnc3)cs2)cc1	17%
CCc1nnc(NC(=O)c2ccc(OC)cc2OC)s1	10%
O=[N+]([O-])c1ccc(CN2CCN(c3ncccn3)CC2)s1	0%
COc1cccc(/C=C(\C#N)C(N)=O)c1	0%
COC(=O)c1c(NC(=O)c2ccc(Cl)cc2Cl)sc(Cc2ccccc2)c1C	9%
COc1ccc(CC(=O)Nc2ccc(Sc3ccc([N+](=O)[O-])cc3)cc2)cc1OC	8%
CCN(CC)c1ccc(Nc2nc(-c3ccccn3)cs2)cc1	22%
Cn1cc(C(=O)N/N=C/c2cccc(O)c2)ccc1=O	0%
CCOc1ccccc1NC(=O)c1c(NC(=O)COc2ccc(Cl)cc2)sc2c1CCC2	9%
CCCC(NC(=O)c1ccccc1)C(=O)OCC(=O)Nc1sc2c(c1C(=O)OCC)CCCC2 (stereo not drawn)	27%
CC(=O)c1cccc(NC(=O)/C(=C/c2cccnc2)NC(=O)c2cccc(Br)c2)c1	8%
O=C1OC(c2ccc(Cl)cc2Cl)=N/C1=C/c1ccccc1F	17%
C=CCOc1ccc(/C=C2\SC(=O)NC2=O)cc1OC	2%
COc1cccc(OCC(=O)NNC(=O)C(c2ccccc2)c2ccccc2)c1	13%
CC(=O)c1cccc(NC(=O)c2ccc(Cl)c(Cl)c2)c1	10%
CSc1nc2c(c(=O)[nH]1)C1(CCCCC1)Cc1ccccc1-2	7%
O=C(Nc1ccc(Cl)cc1)O/N=C/c1ccccc1	9%
Cc1ccc(Nc2nc(-c3ccc(I)cc3)cs2)cc1Cl	21%
Cc1cc(C)c2c(=O)[nH]c(SCC(=O)c3ccc(O)c(O)c3)nc2n1	3.4µM*

The last four compounds of the section above open the next one:
SMILES	RNase H inhibition
CSc1nc2c(c(=O)[nH]1)C1(CCCCC1)Cc1ccccc1-2	7%
O=C(Nc1ccc(Cl)cc1)O/N=C/c1ccccc1	9%
Cc1ccc(Nc2nc(-c3ccc(I)cc3)cs2)cc1Cl	21%
Cc1cc(C)c2c(=O)[nH]c(SCC(=O)c3ccc(O)c(O)c3)nc2n1	3.4µM*
O=C1NN(c2ccccc2)C(=O)/C1=C/c1ccc(OCc2ccccc2F)cc1	14%
O=C(CC(Nc1ccc(Br)cc1)c1ccc(F)cc1)c1ccccc1 (stereo not drawn)	20%
CCOCCOC(=O)c1ccc(NC(=O)Nc2ccc(Cl)cc2)cc1	8%
CCCC1=NN(c2ccc([N+](=O)[O-])cc2)C(=O)/C1=C/c1cccc([N+](=O)[O-])c1	10%
O=C1C2C3C=CC(C2C(=O)N1Cc1ccccc1)C1C(=O)N(Cc2ccccc2)C(=O)C31 (stereo not drawn)	5%
Oc1ccc2[nH]c(-c3ccccc3)nc2c1CN1CCCCC1	14%
O=C(NCCc1ccccc1)C(=O)NN=C1CCCC1	2%
CCc1nnc(NC(=O)CN2C(=O)/C(=C/c3cc(OC)c(OC)c(OC)c3)SC2=S)s1	20%
CCOC(=O)N1CCN(CC(O)COc2cc(C)ccc2C(C)C)CC1 (stereo not drawn)	12%
COc1cccc(Nc2nc(-c3ccc(OC)c(F)c3)cs2)c1	17%
CC(=O)c1ccc(N2C(=O)C=CC2=O)cc1	0%
Cc1c(Cl)cccc1NS(=O)(=O)c1ccc(F)cc1	1%
O=C1c2ccccc2C(=O)C1(Nc1ccc(I)cc1)c1ccccc1	13%
O=C1C(=O)N(Cc2ccccc2)C(c2ccccc2)/C1=C(/O)c1ccc([N+](=O)[O-])cc1 (stereo not drawn)	2%
COC(=O)c1cc(-c2ccc(OC)c(OC)c2)nc2ccccc12	10%
O=C1CCCC2=C1C(c1cccnc1)Nc1ccc(C(=O)c3ccccc3)cc1N2 (stereo not drawn)	9%
CC(C)(C)C(=O)/C=C/c1ccc(-n2nncc2C(C)(C)C)cc1	5%
CCOc1ccc(C(=O)Nc2ccc([N+](=O)[O-])cc2OC)cc1Cl	14%
Cc1cccc(C(=O)N2CCN(Cc3ccccc3)CC2)c1	14%
O=C(NC(NC(=S)Nc1cccc(O)c1)C(Cl)(Cl)Cl)c1cccc([N+](=O)[O-])c1 (stereo not drawn)	10%
O=C1NN(c2ccc(I)cc2)C(=O)/C1=C\c1ccco1	11%
O=C(NN1C(=O)/C(=C/c2ccc(O)cc2)SC1=S)c1cccc([N+](=O)[O-])c1	11%
C=CCNC(=O)CN(c1ccc(Cl)cc1)S(C)(=O)=O	0%
O=C(Cn1c(O)c(N=NC(=O)c2ccc([N+](=O)[O-])cc2)c2ccccc21)Nc1ccccc1	13%
COC(=O)c1cc2ccc3ccc(N)c4ccc(c1)c2c34	14%
COc1ccc(-c2[nH]c(-c3ccccc3[N+](=O)[O-])nc2-c2ccccc2)cc1	16%
CC1=C(C(=O)OC2CCCC2)C(c2ccc(Br)cc2)C2=C(CCCC2=O)N1 (stereo not drawn)	16%
N#C/C(=C/c1ccc(/C=C(\C#N)C(N)=O)cc1)C(N)=O	14%
O=C(c1ccco1)N1CCN(S(=O)(=O)c2ccc3c(c2)C(=NO)c2cc(S(=O)(=O)N4CCN(C(=O)c5ccco5)CC4)ccc2-3)CC1	20%
O=C(NC(=S)Nc1ccc2oc(-c3ccc(F)cc3Cl)nc2c1)c1cccc(Cl)c1	19%
CCOc1ccc(C=Nc2ccccc2-c2ccccc2N=Cc2ccc(OCC)cc2)cc1	2%
CCCOc1ccc(Cc2c(O)nc(N)[nH]c2=O)cc1C	1%
O=C(Nc1ccc(Cl)c(-c2nc3ccccc3[nH]2)c1)c1cccs1	12%
O=C(CNc1cccc2ccccc12)N/N=C/c1ccccc1OCc1ccccc1	16%
CCN1C(C)=C(C(=O)OC)C(c2ccc([N+](=O)[O-])cc2)C(C(=O)OC)=C1C	0%
CC1(C)c2ccccc2N(CCO)C12C=Cc1cc(Br)ccc1O2 (stereo not drawn)	6%
C=CCS(=O)(=O)Nc1cccc2ccccc12	8%
CC(NC(=O)C(=O)Nc1ccccc1F)c1ccccc1 (stereo not drawn)	6%
CCOC(=O)CNC(c1ccccc1)c1cc(Br)ccc1NC(=O)OCC (stereo not drawn)	11%
N#CCOc1ccccc1/C=C1/SC(=S)NC1=O	13%
Oc1ccc(Br)cc1/C=N/Nc1ccc2ccccc2n1	25%
COc1cc(OC)c(OC)cc1/C=C1/C(=O)NC(=O)N(c2ccccc2F)C1=O	3%
CC(C)(C)c1cc(C(=O)N/N=C/c2cc(Br)ccc2O)n[nH]1	14%
Cc1ccc(N(CC(=O)NCCc2ccccc2)S(C)(=O)=O)cc1Cl	14%
O=C(Nc1ccccc1)c1cccc(N2C(=O)C3CC=CCC3C2=O)c1 (stereo not drawn)	5%
COc1ccc(OCC(=O)NCc2ccc3c(c2)OCO3)cc1	0%
O=C(OCc1ccc([N+](=O)[O-])cc1)C1CCN(S(=O)(=O)c2cccc3cccnc23)CC1	47%
Cc1ccc(NC(=S)NC(=O)/C=C/c2ccccc2)cc1NC(=O)c1ccccc1	13%
CC1=NN(c2cccc(F)c2)C(=O)/C1=C\c1ccc(N(C)C)cc1	15%
CCOC(=O)c1sc(C)c2c(=O)n(CCc3ccccc3)nnc12	27%
O/C(=C\c1nc2ccccc2nc1/C=C(/O)c1ccccc1)c1ccccc1	3%
CCc1ccc2oc(-c3ccc(NC(=S)NC(=O)c4ccccc4OC)cc3)nc2c1	13%
N#C/C(=C/c1ccc(F)cc1)c1nc(-c2ccc(Br)cc2)cs1	10%
C/C=C/c1ccc(OCCCOc2c(OC)cccc2OC)c(OC)c1	16%
COC(=O)C1=C(C)NC(=O)CC1c1ccc(F)c(Br)c1 (stereo not drawn)	7%
CCOc1ccc2ccc(OCC)c(/C=C3\C(=O)NC(=O)N(c4ccc5c(c4)OCO5)C3=O)c2c1	0%
CCOC(=O)c1ccc(N2C(=O)CC(N3CCC(C(N)=O)CC3)C2=O)cc1 (stereo not drawn)	1%
COc1ccc(OC(C)C(=O)Nc2ncn[nH]2)cc1 (stereo not drawn)	3%
C=CCN1C(=O)/C(=C\c2ccccc2OCc2ccc(F)cc2)C(=O)NC1=S	7%
COc1ccc(C(=O)Nc2ccccc2)cc1NC(=O)c1ccccc1C	7%
Further structures follow:
SMILES	RNase H inhibition
CCN(CC)S(=O)(=O)c1ccc(NC(=O)COc2ccccc2)cc1	4%
O=C(N1CCOCC1)C(F)(F)C1(F)OC(F)(F)C(F)(F)C1(F)F (stereo not drawn)	14%
O=C1CCC(C(=O)Nc2cccc(Br)c2)N1 (stereo not drawn)	5%
O=C(Nc1ccccc1C(F)(F)F)c1ccccc1Cl	15%
CC(C)OC(=O)c1c(-c2ccccc2)csc1NC(=O)c1c(F)cccc1F	0%
Brc1ccc(Nc2nc3ccccc3nc2Nc2ccc(Br)cc2)cc1	55%*
CCOc1cc(C2NC(=O)NC(C)=C2C(=O)OCC(F)(F)F)ccc1O (stereo not drawn)	0%
CC(Oc1ccc2c3c(c(=O)oc2c1)CCC3)c1ccccc1 (stereo not drawn)	0%
O=C(Nc1ccc(F)cc1F)c1ccc(Br)o1	8%
O=C(/C=C/Nc1ccc(Br)cc1)c1ccc(Br)cc1	1%
COc1ccc(C(=O)N2CC3(CCCC3)c3ccccc3C2C)cc1OC (stereo not drawn)	6%
CCOC(=O)C1=C(C)OC(N)=C(C#N)C1c1ccccc1OCC (stereo not drawn)	42%
COc1cc(C=O)cc(Cl)c1OCc1cccc(F)c1	43%
O=C(Nc1ccc(Cl)cc1)Nc1nnc(-c2ccccc2Br)s1	16%
O=C1NC(=O)N(c2ccccc2F)C(=O)/C1=C/c1ccc(O)c(Cl)c1	2%
O=C(O)c1ccccc1/C=C1/SC(=S)N(c2ccccc2)C1=O	4%
Cc1cc(C)c(/C=c2\sc3nc4cc(Br)cnc4n3c2=O)cc1C	1%
C(=C\c1ccco1)/C=N/Nc1cccc2cccnc12	37%
COc1ccc2ccccc2c1/C=C/c1[nH]c(=O)[nH]c(=O)c1[N+](=O)[O-]	7%
COc1ccc(Br)cc1C(=O)NCCNc1ccc(Cl)cc1[N+](=O)[O-]	1%

Some of the entries above, reformatted:
smiles | RNase H inhibition
COc1cc(C=O)cc(Cl)c1OCc1cccc(F)c1 | 43%
O=C(Nc1ccc(Cl)cc1)Nc1nnc(-c2ccccc2Br)s1 | 16%

(cont.)
SMILES	RNase H inhibition
Cc1c(NC(=O)NC(=O)c2ccc(F)cc2)c(=O)n(-c2ccccc2)n1C	4%
CC(C)(C)c1cc(CCC(=O)OCCSCCOC(=O)CCc2cc(C(C)(C)C)c(O)c(C(C)(C)C)c2)cc(C(C)(C)C)c1O	8%
COc1cc(C(=O)n2nnc3ccccc32)c([N+](=O)[O-])cc1OC	9%
CC(C)c1ccc(N(CC(=O)Nc2ccc(Cl)cc2)S(C)(=O)=O)cc1	8%
Cc1cc(NCCCN(C)C)n2c(nc3ccccc32)c1C#N	0%
COc1ccc(NC(=O)CN(c2ccc(Cl)c(C(F)(F)F)c2)S(C)(=O)=O)cc1Cl	15%
O=C1C(=O)N(c2ccc(Cl)cc2)C(c2cccc([N+](=O)[O-])c2)/C1=C(/O)c1ccccc1 (stereo not drawn)	8%
O=C(O)/C=C/c1cccc(/C=C/C(=O)O)c1	20%
CC1(C)Cc2cc3c(=O)[nH]c(=S)[nH]c3nc2CO1	0%
CN(C)c1ccc(/C=C/C(=O)c2c(-c3ccccc3)c3cc(Cl)ccc3[nH]c2=O)cc1	26%
COc1cc(C(=O)Nc2nc(C(C)(C)C)cs2)cc(OC)c1OC	9%
CN(C)c1ccc(/C=N\N(C)c2nc(-c3ccccc3)cc(-c3ccccc3)n2)cc1	25%
Cc1ccc(OCCOc2cccc(/C=C3/SC(=S)NC3=O)c2)cc1	56%*
CCOc1ccccc1OCCOc1cccc(C(F)(F)F)c1	22%
Cc1ccccc1-n1c(N)c(C#N)c2nc3ccccc3nc21	40%
COc1cc(C=C2C(=O)NC(=O)NC2=O)cc(I)c1OCc1ccccc1C	18%
C(=C\c1nc(Oc2ccccc2)c2ccccc2n1)/c1ccccc1	9%
CC1CCc2c(sc(NC(=O)CCN3C(=O)c4ccccc4C3=O)c2C(N)=O)C1 (stereo not drawn)	9%
O=S(=O)(Nc1cc(Cl)c(O)c(Br)c1)c1ccc(Cl)cc1	9%
COc1ccccc1NC(=O)c1ccccc1NC(=O)c1ccccc1Cl	4%

Next part; the last 3 above are carried over.
SMILES	RNase H inhibition
CC1CCc2c(sc(NC(=O)CCN3C(=O)c4ccccc4C3=O)c2C(N)=O)C1 (stereo not drawn)	9%
O=S(=O)(Nc1cc(Cl)c(O)c(Br)c1)c1ccc(Cl)cc1	9%
COc1ccccc1NC(=O)c1ccccc1NC(=O)c1ccccc1Cl	4%
Cc1ccc2[nH]c(=O)c(C(=O)/C=C\c3ccc(Br)cc3)c(-c3ccccc3)c2c1	28%
O=C(COc1ccccc1)Nc1nc2ccccc2s1	5%
Cc1cc(-c2c(C)n([O-])c(C)c(C)[n+]2=O)ccc1F	18%
Cc1cc(Cl)ccc1OCC(=O)NC1CC(C)(C)NC(C)(C)C1	16%
CCc1ccc(-c2cc(C(=O)N3CCN(c4ccccc4)CC3)c3ccccc3n2)cc1	14%
N#C/C(=C\c1cccc(Br)c1)c1nn(CCO)c(N)c1C#N	9%
COCCN1C(=O)C(=O)/C(=C(/O)c2ccccc2)C1c1ccc(OC)cc1 (stereo not drawn)	1%
O=C(Nc1ccc(NC(=O)c2cccs2)cc1)c1ccc(I)cc1	34%
O=c1oc2c(Cl)cc(Cl)cc2cc1-c1nnc(Nc2ccc(F)cc2)s1	48%

Shown as a markdown table: three of the compounds above.
| Structure | RNase H inhibition |
| --- | --- |
| O=C(Nc1ccc(NC(=O)c2cccs2)cc1)c1ccc(I)cc1 | 34% |
| Cc1cc(Cl)ccc1OCC(=O)NC1CC(C)(C)NC(C)(C)C1 | 16% |
| CCc1ccc(-c2cc(C(=O)N3CCN(c4ccccc4)CC3)c3ccccc3n2)cc1 | 14% |
